From PubChem BioAssay
ERG Ets-DNA blk: qHTS for Small Molecule Inhibitors of the ERG Ets/DNA interaction; fluorescence polarization, His-ERG Ets domain / labelled DNA; Potency, µM (highest dose often 76.9 µM), without a hit: at the highest dose FP activity, negative = inhibition, usual class: inhibitors; 0.028% of 370,000 active; active = well fitted inhibition curve with a large enough effect in the polarisation, with a control signal flat; inconclusive = small, poorly fitted or top-dose-only effect, or effect the other way, or a change in a side signal; inactive = no such curve, though single readings can be large or run the other way; the % refers to the polarisation;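 note: polarization taken with two DNA probes labelled with fluorescein and Texas red; potency is the fitted concentration of half-maximal effect; % of control where 0% means no effect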
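His-tagged ERG Ets domain (1 uM in the protein solution; 300mM KCl, 50mM Tris-HCl, 1mM EDTA, 1mM DTT, pH 7.5) received compound, then a probe mix of 5 nM fluorescein-DNA and 100nM Texas-615-DNA. Fluorescence polarization was read for both dyes.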
JMJD2A Tudor inh: qHTS Assay for Inhibitors of JMJD2A-Tudor Domain. 4.4% of 390,000 active. Lysine-specific demethylase 4A (Homo sapiens), O75164. Potency, µM (series often up to 114 µM), without a hit: at the top dose activity change, negative = inhibition, usual class: inhibitors. AlphaScreen JMJD2A-Tudor / H3K4me3 peptide binding; note: potency is the fitted concentration of half-maximal effect; % is set by controls: 0 for no effect and ±100 for the full control effect; nearly all actives have a fitted effect of over 50% in size
BAZ2B block: qHTS Assay for Inhibitors of BAZ2B | Bromodomain adjacent to zinc finger domain protein 2B (Homo sapiens), Q9UIF8 | 4.4% of 360,000 active | AlphaScreen BAZ2B-H3K14Ac peptide displacement | Potency, µM (titrated, usually from 114 µM), for inactives: at the top dose activity change, negative = inhibition, usual class: inhibitors; note: potency is the fitted concentration of half-maximal effect; % is set by controls: 0 for no effect and ±100 for the full control effect; nearly all actives have a fitted effect of over 60% in size
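AlphaScreen displacement of biotin-H3(5-23)K14Ac peptide (50 nM final) from BAZ2B (50 nM final) in PBS pH 7.4, 0.01% Tween-20; complex preformed 30 min RT, then compounds (top 110 uM) 30 min RT, beads 20 min dark.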
PGK inhibitor: qHTS Assay to Find Inhibitors of Phosphoglycerate Kinase; Phosphoglycerate kinase, glycosomal (Trypanosoma brucei brucei), P07378; PGK/GAPDH coupled, Kinase-Glo luminescence, 60 min; Potency, µM (doses to about 57.5 µM), for the others: at the top dose activity change, negative = inhibition, hits mostly inhibitors; 0.043% of 380,000 active; AID 602233, 2012; note: potency is the fitted concentration of half-maximal effect; % is set by controls: 0 for no effect and ±100 for the full control effect; nearly all actives have a fitted effect of over 60% in size
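Recombinant glycosomal PGK reaction used 1,3-bisphosphoglycerate generated in-well by GAPDH (100nM final) in 100mM TEA pH 7.6, 5mM MgCl2, 0.01% Tween-20. After 60 minutes at room temperature, ATP was read by Kinase-Glo Plus luminescence end-point.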
HP1b binding inh: HTS for Inhibitors of HP1-beta Chromodomain Interactions with Methylated Histone Tails. Chromobox protein homolog 1 (Homo sapiens), P83916. AlphaScreen HP1-beta / biotin-H3K9me3 peptide binding. Potency, µM (highest dose often 114 µM), inactives show top-dose activity change, negative = inhibition, actives largely listed as inhibitors. 0.56% of 390,000 active. AID 540317, 2011; note: potency is the fitted concentration of half-maximal effect; nearly all actives have a fitted effect of over 70% in size; inactives centre near 23
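HP1-beta protein (50 nM final) preincubated 30 min at room temperature with biotinylated H3(1-18)K9me3 peptide (50 nM) in PBS pH 7.4, 0.01% Tween-20, then compound added for 30 min. AlphaScreen streptavidin donor/nickel chelate acceptor beads (10 ug/mL final), 30 min dark, luminescence read.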
PI4K2A inh: qHTS for small molecular inhibitors of PI4K2A | Phosphatidylinositol 4-kinase type 2-alpha (Homo sapiens), Q9BTU6 | purified PI4K2A, ADP-Glo luminescence, 1 h; stronger effect = lower value | activity change, negative = inhibition, % at 76.9 µM | 0.13% of 420,000 active | AID 1346378, 2018; in the data active = activity change below about -50%; inconclusive = mostly about -30% to -49%;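 note: -100% = wells without enzyme as full effect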
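ADP-Glo luminescence measured ADP generated by PI4K2A enzyme (4 ug/mL before mixing) with 1.2 mM PI substrate (pre-mix) and 300 microM ATP (pre-mix). Tris pH7.5 buffer with MgCl2, Triton X-100; 1 h reaction at ambient temperature.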
G9a block: qHTS Assay for Inhibitors of Histone Lysine Methyltransferase G9a; Histone-lysine N-methyltransferase EHMT2 (Homo sapiens), Q96KQ7; G9a H3K9 monomethylation, AlphaScreen, 2 h; 8.8% of 350,000 active; AID 504332, 2011; Potency, µM (highest dose often 102 µM), without a hit: at the highest dose activity, negative = inhibition, usual class: inhibitors; note: potency is the fitted concentration of half-maximal effect; % is set by controls: 0 for no effect and ±100 for the full control effect; nearly all actives have a fitted effect of over 75% in size
Target sequence (Q96KQ7 913-1193 limits assumed): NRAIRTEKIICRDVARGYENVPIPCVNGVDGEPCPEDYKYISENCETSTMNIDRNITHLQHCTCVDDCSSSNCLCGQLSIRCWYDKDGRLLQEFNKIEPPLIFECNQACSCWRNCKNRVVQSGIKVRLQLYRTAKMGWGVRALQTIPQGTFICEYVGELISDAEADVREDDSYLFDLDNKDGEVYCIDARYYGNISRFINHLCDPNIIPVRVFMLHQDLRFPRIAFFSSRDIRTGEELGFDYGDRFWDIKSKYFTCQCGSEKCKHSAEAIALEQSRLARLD
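Methyltransferase reactions run at room temperature for 2 h (20 nM enzyme, 500 nM biotin-H3K9 peptide, 20 uM SAM) after a 15 min compound preincubation; product detected by AlphaScreen beads and anti-H3K9me1 antibody.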
GLS inhibitor: qHTS for Inhibitors of Glutaminase (GLS). Glutaminase kidney isoform, mitochondrial (Homo sapiens), O94925. GLS enzymatic activity, qHTS titration. Potency, µM (highest dose often 45.5 µM), for inactives: at the top dose activity change, negative = inhibition, actives largely listed as inhibitors. 0.21% of 410,000 active. AID 624170, 2012; note: potency is the fitted concentration of half-maximal effect; % is set by controls: 0 for no effect and ±100 for the full control effect
Target sequence (O94925 whole entry, looked up, canonical isoform): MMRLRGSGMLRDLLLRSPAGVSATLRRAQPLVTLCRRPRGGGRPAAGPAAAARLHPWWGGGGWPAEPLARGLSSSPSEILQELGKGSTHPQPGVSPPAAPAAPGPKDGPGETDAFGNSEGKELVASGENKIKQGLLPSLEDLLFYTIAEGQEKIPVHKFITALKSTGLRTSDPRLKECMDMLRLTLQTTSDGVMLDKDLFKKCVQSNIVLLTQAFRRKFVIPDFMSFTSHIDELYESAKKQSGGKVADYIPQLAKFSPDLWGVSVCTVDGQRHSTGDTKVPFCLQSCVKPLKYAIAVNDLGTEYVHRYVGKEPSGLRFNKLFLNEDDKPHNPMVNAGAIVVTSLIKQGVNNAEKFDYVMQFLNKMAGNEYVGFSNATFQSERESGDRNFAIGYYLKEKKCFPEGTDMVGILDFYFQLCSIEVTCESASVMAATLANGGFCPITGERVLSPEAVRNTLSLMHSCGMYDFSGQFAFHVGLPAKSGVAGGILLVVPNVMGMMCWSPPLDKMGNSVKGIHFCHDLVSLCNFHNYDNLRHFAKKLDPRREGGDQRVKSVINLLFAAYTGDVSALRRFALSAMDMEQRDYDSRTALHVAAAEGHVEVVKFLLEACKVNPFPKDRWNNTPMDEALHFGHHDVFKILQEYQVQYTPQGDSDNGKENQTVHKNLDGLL
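Assay buffer: 45 mM KH2PO4 pH 8.2, 0.02% Tween-20. hKGA acts on L-glutamine (1 mM solution added); product glutamate is reported by an oxidase/peroxidase Amplex Red coupling, with fluorescence taken at baseline and 30 min.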
Pin1 inh: qHTS Assay to Find Inhibitors of Pin1. Peptidyl-prolyl cis-trans isomerase NIMA-interacting 1 (Homo sapiens), Q13526. Pin1 FP peptide displacement, HiFluor488, 10 min. Potency, µM (highest dose often 115 µM), inactives show top-dose activity, negative = inhibition, usual class: inhibitors. 0.009% of 390,000 active. AID 504891, 2011; active = well fitted inhibition curve with a large enough effect in the polarisation, with a control signal flat, not every such curve was filed as active; inconclusive = small, poorly fitted or top-dose-only effect, or effect the other way, or a change in a side signal; inactive = no such curve, though single readings can be large or run the other way; the % refers to the polarisation; note: potency is the fitted concentration of half-maximal effect; % is set by controls: 0 for no effect and ±100 for the full control effect
Starred values were filed as active, the others as inactive; i = inactive; ? = inconclusive; nt = not tested or not shown; & = joins results of further samples; [ ] = remark or other dose. Unless noted, calls come from the whole dose curve; as a rule, active = well fitted curve in the direction sought with a large enough effect; inconclusive = small, poorly fitted or top-dose-only effect, or another doubt; inactive = no such curve, though single readings can be large; an effect the other way counts as inactive or inconclusive.

#	ERG Ets-DNA blk	JMJD2A Tudor inh	BAZ2B block	Structure	PGK inhibitor	HP1b binding inh	PI4K2A inh	G9a block	GLS inhibitor	Pin1 inh
1	0%	-18%	-18%	CCOC(=O)c1c(Nc2ccccc2OCCOC)n[nH]c1C	9%	52%[activator]	5	25%[59 µM]	14%	0%
2	5%	3%	0%	COc1ccc(NC(=O)CCN2CCCC2)c(OC)c1	-2%	-6%	-15	-43%[59 µM]	25%	0%
3	-1%	50µM*	-11%	Cc1cc2nc(C)n(CCCNC(=O)Nc3cccc4ccccc34)c2cc1C	-1%	4%	1	-27%	-24%	-4%
4	10%	-13%	-11%	COc1ccc(C2=NCCNC(C(F)(F)F)=C2)cc1	6%	22%	-7	-6%	6%	-3%
5	-11%	-6%	nt	COC(=O)[C@@]1(C)[C@H]2C(=O)N(C)C(=O)[C@H]2[C@H]2CN(C)C(=NC3CCCCC3)N21	0%	37%	0	nt	-1%	-3%
6	1%	64%[activator]	137%[activator]	N/C(Cc1ccc(Cl)cc1Cl)=N\OC(=O)Cc1ccccc1	-2%	138%[activator]	-3	134%[activator]	6%	-1%
7	-5%	-12%	3%	Cc1ccc(S(=O)(=O)N2CCC(C(=O)N[C@H](C(=O)NCc3ccco3)C(C)C)CC2)cc1	3%	40%[activator]	-2	-3%	0%	-6%
8	0%	20%	3%	COc1cccc(C(C)NC(=O)Nc2cccc(C(F)(F)F)c2)c1 (stereo unspecified)	7%	51%[activator]	2	nt	17%	0%
9	-9%	-2%	-25%	Nc1nonc1-n1nnc(C(=O)N/N=C/c2ccccc2Cl)c1CN1CCOCC1	-2%	18%[57 µM]	-2	-36%	-4%	3%
10	3%	-18%[57.1 µM]	-8%	CC(C)(C)NC(=O)COC(=O)CCC(=O)c1ccc(Cl)cc1	-1%	8%	8	-4%	-3%	-5%

The last two compounds of the section before open the next one.
#	ERG Ets-DNA blk	JMJD2A Tudor inh	BAZ2B block	Structure	PGK inhibitor	HP1b binding inh	PI4K2A inh	G9a block	GLS inhibitor	Pin1 inh
9	-9%	-2%	-25%	Nc1nonc1-n1nnc(C(=O)N/N=C/c2ccccc2Cl)c1CN1CCOCC1	-2%	18%[57 µM]	-2	-36%	-4%	3%
10	3%	-18%[57.1 µM]	-8%	CC(C)(C)NC(=O)COC(=O)CCC(=O)c1ccc(Cl)cc1	-1%	8%	8	-4%	-3%	-5%
11	7%	-15%	-5%	CCN(CC(=O)Nc1c(F)cccc1F)C(=O)/C=C/c1c(C)nn(-c2ccc(F)cc2)c1C	-1%	12%	-2	3%	1%	-1%
12	-3%	-5%	-16%	COc1ccc(CNC(=O)CCCC(=O)Nc2cccc(Br)c2)cc1	i	45%[activator]	0	29%[59 µM]	-11%	2%
13	-2%	-15%	11%	COC(=O)NNC(=O)c1ccc(C)cc1	-3%	25%	0	11%[59 µM]	25%	-8%
14	-3%	-2%	-15%	Cc1cc(NC(=O)CSc2nnc(C(C)N(C)C)n2-c2ccc(F)cc2)no1 (stereo unspecified)	0%	14%	1	?	0%	-3%
15	-9%	-10%	-1%	Cc1ccc(-n2nc(C(=O)NC(C)C)c(=O)n(C)c2=O)cc1	2%	7%[57 µM]	0	-5%[59 µM]	-1%	-3%
16	14%	-26%	-14%	COc1cc(NC(=O)CN(C)Cc2cccc(F)c2)c(C)cc1[N+](=O)[O-]	-2%	-16%	-2	4%	-16%	-10%
17	1%	0%	2%	Cc1nn(-c2ccc(N3CCOCC3)nn2)c(C)c1CCC(=O)Nc1ccccc1	-5%	31%	1	nt	-4%	1%
18	-4%	45µM*	nt	Cc1cccc(Nc2nc(N)nc(CN3CCN(c4ccccc4F)CC3)n2)c1	-2%	-17%	-2	nt	-7%	2%
19	nt	-21%&-6%	-4%	Cn1nnnc1Sc1ncnc2scc(-c3ccccc3Cl)c12	-2%	32%	-1	10%[0.501 µM]	-5%	-2%&-8%
20	-9%	-2%	16%	CCOC(=O)c1c(NC(=O)c2ccc(S(=O)(=O)N(CC)CC)cc2)sc2c1CCCCC2	-3%	32%	-6	9%[59 µM]	-9%	-6%

Brought forward from above: 2 compounds, followed by the next part.
#	ERG Ets-DNA blk	JMJD2A Tudor inh	BAZ2B block	Structure	PGK inhibitor	HP1b binding inh	PI4K2A inh	G9a block	GLS inhibitor	Pin1 inh
19	nt	-21%&-6%	-4%	Cn1nnnc1Sc1ncnc2scc(-c3ccccc3Cl)c12	-2%	32%	-1	10%[0.501 µM]	-5%	-2%&-8%
20	-9%	-2%	16%	CCOC(=O)c1c(NC(=O)c2ccc(S(=O)(=O)N(CC)CC)cc2)sc2c1CCCCC2	-3%	32%	-6	9%[59 µM]	-9%	-6%
21	7%	-12%	-11%	CC1CCCC(NC(=O)c2cccc(N3CCCC3=O)c2)C1C (stereo unspecified)	-2%	15%	0	-12%	0%	0%
22	2%	-3%	-22%	CCOC(=O)N1CCc2c(sc3c2c(=O)n(CCc2ccccc2)c(=O)n3Cc2c(F)cccc2Cl)C1	i	34%	-1	-3%[59 µM]	-7%	-2%
23	-3%	-7%	6%	O=C(CN1CCN(c2ccccn2)CC1)Nc1ccccc1Br	-5%	25%	-4	22%	18%	-7%
24	-1%	-13%	20%	CC1CCN(C(=O)N[C@@H](Cc2ccccc2)C(=O)O)CC1	i	5%	-17	-6%	-1%	-4%
25	9%	17%	nt	c1ccc(-c2nccc3ccccc23)cc1	3%	29%	3	nt	-8%	2%
26	4%	-13%	8%	COC(=O)N/N=C(\C)c1ccc(Br)cc1	i	19%	-3	1%[59 µM]	4%	-2%
27	15%	-2%	19%	COc1cccc(CN2CCNC(=O)C2CC(=O)NC2CCOCC2)c1OC (stereo unspecified)	i	38%	-2	45µM*	-1%	1%
28	3%	-15%	5%	Cc1cccnc1NC(=S)NC(=O)c1oc2ccccc2c1C	-9%	23%	4	?	-2%	-8%
29	6%	3%	-1%	O=C(CSc1nc2c(sc3ccccc32)c(=O)n1CCCN1CCCC1)NCC1CCCO1 (stereo unspecified)	3%	26%	-4	56µM*	nt	-2%
30	-9%	-4%	4%	COC(=O)N/N=C/c1cc(Cl)cc(Cl)c1OCc1ccccc1	2%	27%	2	19%[59 µM]	6%	-15%
31	11%	-14%	-21%	Cc1ccc(NC(=S)Nc2c(C)n(C)n(-c3ccccc3)c2=O)cc1Cl	-14%	52%[activator]	-2	-29%	29%	0%
32	5%	4%	-2%	COc1ccc(N2Cc3ccc(OC)c(OC)c3C2=O)cc1	-3%	14%	3	17%	-1%	0%
33	0%	-33%	?	Cc1ccc(C2c3[nH]c4ccccc4c3C[C@H]3C(=O)N(c4ccccc4C(=O)NCCCN4CCOCC4)C(=O)N23)cc1 (stereo partly specified)	i	11%	-2	-3%[12.7 µM]	2%	-4%
34	5%	-1%	2%	Nc1ccccc1-c1nnc(-c2ccc(-c3ccccc3)cc2)o1	-8%	25%	-13	19%[59 µM]	-1%	-1%
35	-3%	-6%	-33%	O=C(N/N=C/c1cccc([N+](=O)[O-])c1)C1CC(=O)N(c2ccc(Cl)cc2)C1 (stereo unspecified)	3%	34%	5	-17%[59 µM]	4%	11%
36	13%	?	-8%	CC(C)Nc1nc(Cl)nc(N(C#N)CN2C(=O)c3ccccc3C2=O)n1	-9%	-8%	3	28µM*	-4%	-1%
37	-9%	-21%	-1%	Cc1c(Cc2ccccc2)c(=O)oc2cc(OCC(=O)N[C@@H](Cc3ccccc3)C(=O)O)ccc12	0%	3%	3	-11%	9%	-4%
38	-5%	35µM*	nt	COc1cccc(-c2nc(N3CCCCC3)c3ccccc3n2)c1O	0%	?	8	nt	4%	-1%
39	-10%	-7%	4%	O=C1CCN(S(=O)(=O)c2ccc(Cl)cc2)N1	i	-9%	5	?	-5%	0%
40	2%	-2%	-4%	O=C(OCc1c(Cl)cccc1Cl)c1cnccn1	1%	35%	1	0%[12.7 µM]	6%	1%
41	-11%	-11%	-27%	CCN(CC)CCN(C(=O)C1=COCCO1)c1nc2cc3c(cc2s1)OCO3	-10%	37%	2	0%[59 µM]	13%	-5%
42	6%	-4%	-3%	O=C(CCN1CCOCC1)NNC(=O)Nc1cccc(Cl)c1	-8%	43%[activator]	-2	nt	19%	-9%
43	13%	-29%	?	NC(=O)C1=C[C@@H](c2csc3ccccc23)C[C@@H](OCc2ccc(CO)cc2)O1	-2%	8%	-16	?	10%	3%

Random draw from the library; about 11% have a hit in one of these screens.
